Autophagy HCS: modulators of autophagy | MEF GFP-LC3 puncta imaging; test concentration mostly 10 µM | 0.98% of 190,000 active | AID 463193 | calls only at 10 µM (by protocol);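 active means percentage of spot-positive cells more than 3 SD above its plate mean, without a fluorescence outlier flag or 80% toxicity; inconclusive means no clear call, values can overlap the other calls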;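 further: spot-positive cell cutoff set from DMSO-treated cells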
bCat nuc transl: beta-catenin nuclear translocation modulation. HeLa beta-catenin nuclear translocation, immunofluorescence imaging. nuclear translocation activity, % at 5 µM. 0.3% of 190,000 active;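 active means nuclear translocation activity above 50% at 5 µM, with a well cell count of 50 or more; inconclusive means wells under 50 cells across six images, flagged as toxic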;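 further: per-cell ratio of nuclear to cytoplasmic median beta-catenin stain intensity; plate controls were DMSO negative control for no effect and GSK-3 inhibitor IX positive control for full effect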
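Signal – beta-catenin immunofluorescence imaging with DAPI · Test system – human HeLa cell line · Dosing – 5 µM primary single dose, 0.1% DMSO, 0.02–20 µM confirmation series · Measure – % activation, nuclear-to-cytoplasmic median beta-catenin signal ratio per cell · Incubation – 24 h compound exposure at 37°C, 5% CO2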
T cell HTS: modulates CD8 T cell binding to vesicles; 2C CD8+ T cell-vesicle binding, flow cytometry; hits give low values; calls only at 7 µM; 0.068% of 330,000 active; AID 2052;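 active means response, share of CD8 T cells binding vesicles, and their 90th percentile fluorescence all below set limits, cut at about 80% in these data, passing the limit was not always enough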
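Material: murine 2C transgenic CD8+ T lymphocytes / Also added: QL9-peptide-loaded Drosophila micro-vesicles bearing Ld, ICAM-1 and B7-1 / Schedule: binding step 1.5 h, 37 °C, antibody labelling 20 min, ice / Signal: flow cytometry, PE anti-B7-1 (FL2) versus Alexa647 anti-CD8 (FL8), PFA-fixed / Evaluation: percent CD8+ FL2 mean versus row control / Benchmarks: naked versus QL9-loaded vesicles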
MT stabilizer: stabilizes microtubules in HeLa cells; HeLa tubulin immunostaining HCS, 24 h; share of cells brighter than vehicle mean+2SD; % tubulin-high responders, % at 10 µM; 0.83% of 200,000 active; AID 2205;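 active means plate Z-score above 3 for both tubulin-high and condensed-nucleus cell shares, with cell loss under 80%, at 10 µM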;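 further: anti alpha tubulin signal scored within the nucleus-defined area of each cell; some results filed as inactive read as strong as hits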
Insulin prom up: MIN6 insulin promoter up-regulation; MIN6 insulin promoter-GFP reporter, high-content imaging; hits give high values; z-score at 5 µM; 0.3% of 190,000 active;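 active means z-score above 3 at 5 µM with at least 500 cells counted in the well; inconclusive means wells under 500 cells, flagged as cytotoxic or low count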
CSM14.1 death rescue: rescue of cells from ER stress-induced death, primary screen, 384-well, CSM14.1, thapsigargin, ATP luminescence (AID 1222); CSM14.1 thapsigargin-induced death rescue, ATP luminescence; higher % means a stronger effect; one-dose cellular ATP content (survival), % at 20 µM; EC50 in µM for titrated hits; 190,000 tested, under 10 active;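 active means EC50 below 50 µM in the dose-response confirmation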;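 further: death triggered by thapsigargin at about 15 µM added after 2 h compound pretreatment; cell ATP read after overnight thapsigargin exposure of roughly 18 to 22 hours; normalized against plate controls of thapsigargin alone and 5% DMSO vehicle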
Dynein transport: dynein cargo transport inhibition; 0.47% of 220,000 active; 3617.4 mouse cells, GR-EGFP nuclear translocation imaging; test concentration mostly 20 µM; stimulated with dexamethasone, 1 µM; hits give low values; z-score, hits read low;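 active means plate z-score of nuclear minus cytoplasmic receptor signal below a set negative limit, without overly bright fluorescence or cell loss, cut at about -3.5 in these data, passing the limit was not always enough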;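 further: z-score of nuclear minus cytoplasmic ring GR-EGFP intensity difference per well; some compounds called inactive have numbers as strong as hits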
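Medium: Induction medium lacking tetracycline, stripped serum | Probe or stimulus: 1.0 µM final dexamethasone stimulus | Schedule: 48 h induction, then 1 h compound, then 30 min agonist, 37 °C | Signal: Automated 10x imaging of fixed Hoechst-stained cells | Evaluation: Per-cell GR-EGFP intensity, nucleus versus surrounding cytoplasmic ring, well-averaged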
PhoP inhibition: PhoP-dependent GFP reporter repression – Salmonella Typhimurium, primary screen (AID 1863); inhibition, % at 50 µM; hits with a dose series show IC50 in µM; S. Typhimurium PhoP-regulated promoter GFP reporter, 4 h; higher % means a stronger effect; 0.16% of 300,000 active;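 active means inhibition over 29.93%, a cutoff 3 SD above the screen mean, later confirmed by dose response; inconclusive means inhibition over 29.93% but no dose response follow-up; inactive means inhibition at most 29.93% or unconfirmed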;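 further: 0% = low Mg2+ inducing control and 100% = high Mg2+ repressing control; strong numbers were not always called active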
Hep lipid drop: hepatic lipid droplet formation modulation. AML12 mouse hepatocytes, oleate lipid droplets, BODIPY imaging. inhibition, % at 6.5 µM. 0.4% of 240,000 active. AID 1656;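 active means lipid droplet intensity inhibited by at least 50%, with more than 500 cells counted; inconclusive means wells with under 300 cells, treated as cytotoxic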
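Assay system: AML12 mouse liver cells | Compound dosing: One dose, 6.5 µM compound | Read-out basis: Droplet intensity reduction, % inhibition | Measured by: Fluorescence imaging, 20x objective, two fields per well | Schedule: Overnight treatment with compound plus oleate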
Dynein transport cytoplasmic EGFP: also measured in Dynein transport; calls as there; z-score; measured here: cytoplasmic GR-EGFP intensity; hits give high values
Dynein transport nuclear GR-EGFP: also measured in Dynein transport; calls as there; z-score; measured here: nuclear GR-EGFP intensity;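 lower value marks the stronger effect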
Dynein transport cell count: further read-out of Dynein transport, marked with its call; z-score; measured here: cell count per field
Insulin prom up cell count: second read-out of Insulin prom up, no call of its own (marks repeat the call); cell count; measured here: cytotoxicity, nuclei count;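 total cells summed across four imaged fields per well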
Hep lipid drop cells 6.5 µM: recorded beside Hep lipid drop, whose call it bears; cell count; measured here: cell count, cytotoxicity flag;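 cells counted across two imaged fields per well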
bCat nuc transl cell count 5 µM: recorded beside bCat nuc transl, whose call it bears; cell count; measured here: cell count, cytotoxicity flag
T cell HTS vesicle-bound %: further read-out of T cell HTS, marked with its call; double positive events, %; measured here: CD8+ vesicle-bound cell fraction;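 binding gate set so that unloaded-vesicle control wells show 10% double positive cells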
MT stabilizer Hoechst-high %: further read-out of MT stabilizer, marked with its call; % Hoechst-high responders; measured here: nuclear condensation Hoechst responders;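 share of cells brighter than vehicle mean plus two SD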
MT stabilizer cytotoxicity %: recorded beside MT stabilizer, whose call it bears; toxicity, %; measured here: cytotoxicity by cell density;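 0% = mean cell density of plate MIN control wells and 100% = no cells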
Autophagy HCS cell loss 18 h: recorded beside Autophagy HCS, whose call it bears; toxicity, %; measured here: cell loss, nuclei count;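 cell loss after 18 h compound exposure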
Numbers without * were called inactive; i = inactive; u = inconclusive; x = not tested or not shown.

SMILES | Autophagy HCS | Autophagy HCS cell loss 18 h | bCat nuc transl | bCat nuc transl cell count 5 µM | T cell HTS | T cell HTS vesicle-bound % | MT stabilizer | MT stabilizer Hoechst-high % | MT stabilizer cytotoxicity % | Insulin prom up | Insulin prom up cell count | CSM14.1 death rescue | Dynein transport | Dynein transport cytoplasmic EGFP | Dynein transport nuclear GR-EGFP | Dynein transport cell count | PhoP inhibition | Hep lipid drop | Hep lipid drop cells 6.5 µM
CC(=O)Nc1ccc(/C(C)=N/NC(=O)C2CC2c2ccccc2)cc1 (stereo unspecified) | i | -2 | 0.9 | 510 | i | 4 | 3.8 | 3.0 | 8.8 | 0.09 | 1124 | -0.2% | 0.21 | -0.32 | -0.28 | 0.35 | -3% | 6 | 751
Cc1ccccc1OCc1nc(-c2ccc(NC(=O)c3cccs3)cc2)no1 | i | -12 | -0.2 | 493 | i | 42 | 3.5 | 2.1 | 6.5 | 1.2 | 1123 | 0.8% | -0.64 | -0.3 | -0.8 | 0.52 | -13% | 0 | 617
COc1nc(N2CCCCCC2)nc(N2CCCCCC2)n1 | i | 3 | -5.9 | 1134 | i | 57 | 5.1 | 3.2 | 5.5 | -1.2 | 1296 | -1.3% | -0.83 | 0.084 | -0.12 | -0.024 | -1% | 0 | 677
Cc1ccc(Cn2c(-n3nc(C)cc3C)nc3c2c(=O)[nH]c(=O)n3C)cc1 | i | -3 | -2.0 | 898 | i | 29 | 3.6 | 1.8 | 5.1 | 1.2 | 1245 | -1.8% | 1.1 | -0.23 | 0.98 | -1.5 | 14% | x | x
O=c1[nH]nc(Cc2ccc(-c3cccc(Cl)c3)o2)c2ccccc12 | i | -2 | 12 | 1051 | i | 11 | 2.8 | 1.1 | 3.0 | -0.69 | 1765 | -0.2% | 1 | -0.2 | 0.17 | -0.89 | -9% | -9 | 656
CCOc1ccc(NC(=O)CSCc2cnn(-c3ccccc3)c2-n2cccc2)cc1 | i | -4 | -0.5 | 1161 | i | 28 | 1.0 | 1.2 | 8.2 | -0.6 | 930 | -0.8% | -0.037 | -0.42 | -0.099 | 0.57 | 2% | -5 | 768
Cc1nc2ccc(S(=O)(=O)NC(CC(C)C)C(=O)O)cc2s1 (stereo unspecified) | i | 1 | 1.0 | 1397 | i | 5 | 2.2 | 1.7 | 1.7 | 0.12 | 1303 | -3.0% | 1.1 | -0.1 | 0.47 | -0.61 | -4% | x | x
NS(=O)(=O)c1ccc(N/N=C/c2cn(-c3ccccc3)nc2-c2cccs2)c([N+](=O)[O-])c1 | i | 8 | 37 | 794 | i | 44 | 8.7 | 7.0 | 9.4 | -6 | 800 | -0.9% | -0.00051 | -0.18 | 0.61 | -0.37 | -3% | 24 | 600
CN(C)Cc1ccccc1COc1ccccc1 | i | -4 | -0.6 | 922 | i | 18 | 4.5 | 2.3 | 2.4 | x | x | -2.0% | -0.35 | -0.25 | -0.49 | -0.012 | -2% | -3 | 651
COc1cccc(OC)c1CNC(=O)CCSCc1ccccc1F | i | 23 | -1.0 | 1044 | i | 33 | 1.7 | 1.6 | 2.2 | 0.13 | 1223 | 1.1% | -0.19 | -0.25 | -0.095 | 0.31 | -1% | -3 | 739
Cc1ccc2nc(NC(=O)CSCc3ccccc3)sc2c1 | i | -1 | -2.4 | 1152 | i | 18 | 2.4 | 1.4 | 4.7 | 0.27 | 910 | 2.7% | -0.47 | -0.17 | 0.054 | 0.16 | -1% | 9 | 755
Cc1nnc(Sc2cc(C(=O)NCCCOC(C)C)c3ccccc3n2)s1 | x | x | 1.4 | 1336 | i | 26 | x | x | x | -0.22 | 1153 | x | 0.17 | -0.24 | 0.037 | 0.25 | -3% | 12 | 743
CN1CCN(NC(=S)NC2CCCC2)CC1 | i | -3 | -2.8 | 1050 | i | 51 | 2.5 | 1.4 | 13 | -0.32 | 1687 | -0.9% | 0.54 | -0.34 | 0.076 | -0.32 | -3% | -6 | 673
Fc1ccccc1OCCSc1nc2ccccc2o1 | i | 27 | -2.2 | 1216 | i | 30 | 3.3 | 3.3 | 5.6 | -0.3 | 1260 | 3.1% | -0.22 | -0.24 | -0.18 | 0.4 | 9% | 9 | 745
O=c1cc(-c2ccccc2)nc2nc(COc3ccccc3)[nH]n12 | i | 4 | -0.2 | 1023 | i | 42 | 2.4 | 1.9 | 7.4 | -0.1 | 1720 | -1.0% | -0.5 | -0.22 | 0.28 | 0.38 | -6% | -4 | 700
COc1ccc(C(=O)CCC(=O)O)cc1 | x | x | x | x | i | 44 | 3.5 | 2.9 | 5.6 | 1.3 | 841 | 0.0% | 0.47 | -0.21 | 0.25 | -0.11 | 6% | x | x
CCc1ccc(Nc2cnn(-c3nc4ccccc4s3)c(=O)c2Cl)cc1 | i | -4 | 1.3 | 921 | i | 6 | 3.1 | 2.6 | 9.8 | 0.24 | 1349 | -2.7% | 1.2 | -0.038 | 0.33 | -0.58 | -9% | -2 | 660
COc1ccccc1/C=C(/C(=O)NCCCn1ccnc1)c1ccccc1 | i | 1 | -5.1 | 1058 | i | 43 | 3.8 | 1.7 | 4.3 | 0.05 | 1514 | 0.3% | 1.5 | -0.19 | 0.75 | -1.7 | 1% | 12 | 694
O=C(CN1C(=O)/C(=C/c2ccccc2F)Oc2ccccc21)N1CCN(c2ccccn2)CC1 | i | -8 | -0.4 | 923 | i | 40 | 1.7 | 2.0 | 6.0 | -0.22 | 1463 | 2.0% | -2.4 | 0.49 | -1.3 | -3.4 | -13% | 13 | 705
CC(C)[C@H](NC(=O)c1ccco1)C(=O)OCC(=O)Nc1cccc(F)c1 | i | 14 | -4.4 | 1116 | i | 48 | 4.7 | 2.5 | 0.2 | 0.85 | 1402 | 3.5% | -0.36 | -0.18 | -0.12 | 0.3 | 3% | -2 | 714
Cc1cccc(C)c1NC(=O)NNC(=O)c1cc(C(C)(C)C)nn1Cc1ccccc1 | x | x | -3.4 | 1137 | i | 48 | x | x | x | x | x | x | -0.56 | -0.29 | -0.52 | 1.7 | -12% | -7 | 736
CC(C)C(NC(=O)COc1ccc2ccccc2c1)C(=O)N/N=C/C=C/c1ccccc1 (stereo unspecified) | i | -11 | 0.0 | 1077 | i | 6 | 0.9 | 1.5 | 0.6 | 0.01 | 880 | 4.6% | -1.1 | -0.5 | -0.45 | 0.54 | 2% | 6 | 797
CC1CN(C(=O)/C=C/c2ccc([N+](=O)[O-])s2)CC(C)O1 (stereo unspecified) | i | 1 | 1.0 | 1088 | i | 27 | 4.8 | 2.9 | 2.7 | -0.22 | 1150 | x | -0.14 | 0.35 | 0.1 | -1.8 | 2% | -2 | 729
O=S(=O)(Cc1ccccc1)N1CCN(Cc2ccc3c(c2)OCO3)CC1 | i | -5 | -1.2 | 1064 | i | 56 | 1.2 | 1.2 | 9.1 | -0.49 | 1992 | -0.3% | 0.27 | -0.065 | 0.34 | 0.47 | 0% | 23 | 636
COc1ccc(OC)c(C2c3c(oc4ccccc4c3=O)C(=O)N2CCCN(C)C)c1 (stereo unspecified) | i | 21 | -1.7 | 797 | i | 24 | 6.2 | 2.3 | 4.1 | -0.11 | 1385 | -2.4% | -0.11 | -0.2 | 0.23 | 0.75 | -7% | x | x
O=C(CCS(=O)(=O)c1cc(Br)cc2c1N(C(=O)C1CC1)CC2)NCC1CCCO1 (stereo unspecified) | i | -1 | -2.1 | 1047 | i | 34 | 1.4 | 2.2 | 4.7 | -0.17 | 1809 | -1.3% | -0.86 | 0.074 | -0.17 | 0.023 | -2% | 7 | 730
O=C(/C=C\c1ccco1)Nc1cc([N+](=O)[O-])ccc1F | i | 31 | 56* | 241* | i | 21 | 3.6 | 2.4 | 2.5 | x | x | -6.2% | -0.79 | -0.3 | -0.7 | 1.2 | -4% | u | x
Cc1cc(C)c(CSc2ncc(-c3ccc([N+](=O)[O-])cc3)[nH]2)c(C)c1 | i | 12 | 0.5 | 1369 | i | 36 | 0.9 | 1.7 | 7.0 | 0.28 | 1437 | -0.6% | 1.9 | -0.17 | 0.56 | -0.64 | 2% | x | x
CCCOP(=O)(c1ccccc1)c1ccccc1 | i | 4 | 0.5 | 1139 | i | 40 | 4.1 | 3.3 | 7.0 | -0.07 | 1512 | -1.0% | -0.39 | -0.23 | -0.034 | -0.1 | -9% | 22 | 666
